Source: PubChem (Sanford-Burnham Center for Chemical Genomics)
SENP8 block-1 – SENP8 protease inhibitors, primary screen, biochemical, luminescence; Sentrin-specific protease 8 (Homo sapiens), Q96LD8; purified SENP8, Z-RLRGG-aminoluciferin cleavage; inhibition, % at 10 µM; 330,000 compounds, 1.2% hits; AID 2540, 2010; in the data active = inhibition above about 50%
SENP1 FRET inh – human SENP1 catalytic domain inhibitors, primary screen, biochemical, FRET, uHTS. 360,000 compounds, 0.21% hits. Sentrin-specific protease 1 (Homo sapiens), Q9P0U3. recombinant SENP1 catalytic domain, CyPet-SUMO1-YPet FRET cleavage. inhibition, % at 10 µM;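 active = inhibition at least 30% at 10 µM, raw YFP signal under a set limit, fluorescence ratio 0.5 to 1.5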;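 note: 0% = enzyme with DMSO and 100% = no enzyme wells; some results filed as inactive read as strong as hits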
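Test system: hSENP1 catalytic domain, recombinant; Amount: 20 pM final SENP1 enzyme; Medium: Tris pH 8 buffer plus EDTA, NaCl, BME, BSA, NP40, catalase; Schedule: 50 min enzyme reaction, room temperature, light-protected; Technique: FRET fluorescence in CFP and YFP emission channels; Controls: no-enzyme wells low, DMSO-plus-enzyme wells high control.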
SENP6 inh – SENP6 protease inhibitors, primary screen, biochemical, luminescence, uHTS; inhibition, % at 10 µM; Sentrin-specific protease 6 (Homo sapiens), Q9GZR1; 330,000 compounds, 1.8% hits; Recombinant SENP6 catalytic domain, aminoluciferin luminescence; AID 2599, 2010;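 active = inhibition above about 50% at the single tested dose, limit read from the data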;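 note: plate controls were DMSO wells with enzyme for no effect and DMSO wells lacking enzyme for full effect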
SENP7 block – SENP7 protease inhibitors, primary screen, biochemical, luminescence, uHTS; Sentrin-specific protease 7 (Homo sapiens), Q9BQF6; recombinant SENP7, Z-RLRGG-aminoluciferin luminescence, 40 min; inhibition, % at 5 µM; 330,000 compounds, 1.5% hits;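 active = inhibition above about 50% at the single test dose, limit read from the data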;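 note: plate controls were DMSO with enzyme for no effect and no enzyme buffer wells for full effect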
Apaf1 inhib – inhibitors of human Apaf-1 apoptosome, primary screen, biochemical, DEVD-Rh110 fluorescence, uHTS; 330,000 compounds, 0.71% hits; inhibition, % at 20 µM; Apoptotic protease-activating factor 1 (Homo sapiens), O14727; reconstituted apoptosome caspase-3 activity; active = inhibition of at least 40% at 20 µM;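 note: plate controls were DMSO wells for no effect and DEVD-CHO caspase inhibitor wells for full effect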
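Material: cell-free apoptosome with Apaf-1, procaspase-3 and caspase-9; Buffer or medium: Hepes pH 7.5 with detergent and BSA; Reagent: cytochrome c trigger plus (Z-DEVD)2-Rh110 caspase-3 substrate; Times: compound with Apaf-1, dATP, procaspase-3 30 min, then 50 min reaction, room temperature; Technique: Rh110 fluorescence intensity.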
PfG6PD inh – PfG6PD enzyme inhibitors, primary screen, biochemical, fluorescence intensity, uHTS. PfGluPho enzyme, NADPH resazurin-diaphorase fluorescence. inhibition, % at 20 µM. 350,000 compounds, 0.78% hits;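 active = inhibition reaching at least a set limit at 20 µM in the primary screen, cut at about 59% in these data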;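 note: 0% = DMSO wells with substrate and 100% = DMSO wells lacking glucose-6-phosphate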
HKDC1 inhibitor – HKDC1 hexokinase inhibitors, primary screen, biochemical, fluorescence, uHTS; inhibition, % at 20 µM; 340,000 compounds, 0.16% hits; Q2TB90; AID 493160, 2011; recombinant HKDC1, G6PDH/diaphorase resazurin coupled fluorescence;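 active = inhibition above about 35% when tested at 20 µM, limit read from the data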;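 note: plate controls were DMSO wells with enzyme for no effect and DMSO wells lacking enzyme for full effect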
Target sequence (Q2TB90 whole entry, looked up): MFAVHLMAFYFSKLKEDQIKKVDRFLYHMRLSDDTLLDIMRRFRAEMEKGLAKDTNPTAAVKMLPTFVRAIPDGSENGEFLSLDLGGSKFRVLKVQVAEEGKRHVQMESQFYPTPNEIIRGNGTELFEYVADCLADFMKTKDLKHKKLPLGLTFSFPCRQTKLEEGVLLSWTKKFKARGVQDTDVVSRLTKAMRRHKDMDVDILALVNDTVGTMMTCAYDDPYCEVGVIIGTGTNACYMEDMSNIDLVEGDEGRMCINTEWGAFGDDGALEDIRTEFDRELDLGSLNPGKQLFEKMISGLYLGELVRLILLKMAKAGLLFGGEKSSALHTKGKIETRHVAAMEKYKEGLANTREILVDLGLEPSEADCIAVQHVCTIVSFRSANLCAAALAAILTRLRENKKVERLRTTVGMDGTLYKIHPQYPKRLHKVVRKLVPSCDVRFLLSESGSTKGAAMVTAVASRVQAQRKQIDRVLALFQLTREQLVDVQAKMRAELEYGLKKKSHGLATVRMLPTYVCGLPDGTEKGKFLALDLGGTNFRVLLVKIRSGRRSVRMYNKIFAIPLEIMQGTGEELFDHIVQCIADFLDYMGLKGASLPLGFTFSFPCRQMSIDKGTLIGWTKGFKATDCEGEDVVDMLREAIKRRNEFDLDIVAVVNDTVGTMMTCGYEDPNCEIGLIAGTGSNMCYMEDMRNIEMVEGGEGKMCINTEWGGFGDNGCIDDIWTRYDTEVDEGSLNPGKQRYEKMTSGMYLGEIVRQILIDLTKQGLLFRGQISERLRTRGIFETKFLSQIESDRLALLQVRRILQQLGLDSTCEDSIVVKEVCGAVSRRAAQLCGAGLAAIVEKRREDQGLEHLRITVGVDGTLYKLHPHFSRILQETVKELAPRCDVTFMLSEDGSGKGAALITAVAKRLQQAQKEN
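test system = in-house recombinant HK5 (HKDC1) enzyme | amount = HKDC1 at 5 µg/mL | control set = DMSO-enzyme wells negative, buffer-substituted wells positive | compound = one dose of 20 µM, 1% DMSO | schedule = reaction time 90 min, room temperature, protected from light | technique = resorufin fluorescence at 613 nm | reagent = glucose with 1 mM ATP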
SENP8 block-2 – human SENP8 protease inhibitors, primary screen, biochemical, fluorescence, Nedd8 protein substrate, uHTS | inhibition, % at 20 µM | recombinant SENP8 | AID 602440, 2012 | Sentrin-specific protease 8 (Homo sapiens), Q96LD8 | 360,000 compounds, 0.64% hits; in the data active = inhibition mostly above about 40%, no sharp cut-off; inactive = mostly below about 27%
* marks the source's active call; other numbers are inactive results.

| cpd | mol | SENP8 block-1 | SENP1 FRET inh | SENP6 inh | SENP7 block |
| --- | --- | --- | --- | --- | --- |
| 1 | O=C(COC(=O)/C=C/c1ccc([N+](=O)[O-])cc1)NC(c1ccccc1)c1ccccc1 | -8.4 | 1.8 | -17.9 | -4.0 |
| 2 | O=C(COC(=O)c1cccnc1Cl)NCCc1ccccc1 | 3.6 | 0.6 | -8.3 | -4.6 |
| 3 | CSCCC(NC(=O)c1ccccc1)C(=O)N1CCN(C(C)=O)CC1 (configuration not stated) | -4.0 | -0.1 | -1.9 | 7.6 |
| 4 | NC(=O)c1cc2ccccc2o/c1=N/NC(=O)c1ccccc1 | -2.8 | 1.8 | -8.6 | 5.7 |
| 5 | COc1ccc(/C=N/Nc2nc(C)cc(-c3ccccc3)n2)cc1OC | 6.4 | 2.1 | 11.7 | -3.7 |
| 6 | N#Cc1ccc(OCc2nnc(-c3ccc([N+](=O)[O-])cc3)o2)cc1 | 7.8 | 0.7 | -4.9 | -0.8 |
| 7 | COc1ccc(N(Cc2cc(=O)[nH]c3ccccc23)C(C)=O)cc1 | 4.6 | 2.5 | 11.2 | -0.7 |
| 8 | O=[N+]([O-])c1ccc(-c2csc(Nc3ccccc3)[n+]2Cc2ccccc2)cc1 | -1.8 | 14.9 | -8.5 | 1.5 |
| 9 | COc1cc(NC(=O)C2CC(=O)N(Cc3ccco3)C2)cc(OC)c1 (configuration not stated) | -4.3 | 0.4 | 3.4 | 7.3 |
| 10 | CCCCNC(=O)c1sc(=S)n2c1[nH]c(=O)c1ccccc12 | 21.4 | -0.9 | 85.1* | -1.4 |
| 11 | CC(=O)c1ccc(N2CCN(C(=O)CCS(=O)(=O)c3ccc(C)cc3)CC2)cc1 | -1.8 | 1.6 | -7.8 | -3.4 |
| 12 | O=C1CC[C@@H](C(=O)N2CSC[C@H]2C(=O)O)N1 | 5.1 | 1.4 | -4.2 | -2.8 |

| cpd | Apaf1 inhib | PfG6PD inh | HKDC1 inhibitor | SENP8 block-2 |
| --- | --- | --- | --- | --- |
| 1 | 19.9 | 8.0 | -5.2 | 6.9 |
| 2 | -2.2 | 6.1 | -2.3 | -13.5 |
| 3 | -3.9 | -1.7 | -4.5 | 3.4 |
| 4 | 4.0 | -10.2 | 4.8 | 1.8 |
| 5 | 15.5 | 12.8 | 0.8 | -26.8 |
| 6 | 3.0 | 1.9 | -11.8 | 19.5 |
| 7 | 0.3 | 7.6 | -4.1 | -9.3 |
| 8 | 1.1 | -11.2 | 10.5 | 21.1 |
| 9 | 16.2 | -0.3 | -4.5 | -1.9 |
| 10 | 2.5 | 23.1 | 37.8* | 29.3 |
| 11 | 5.0 | -4.2 | 6.8 | -58.6 |
| 12 | -8.3 | -2.5 | 2.2 | 2.7 |

Retrieved by compound from above:
| cpd | mol | SENP8 block-1 | SENP1 FRET inh | SENP6 inh | SENP7 block |
| --- | --- | --- | --- | --- | --- |
| 8 | O=[N+]([O-])c1ccc(-c2csc(Nc3ccccc3)[n+]2Cc2ccccc2)cc1 | -1.8 | 14.9 | -8.5 | 1.5 |
| 6 | N#Cc1ccc(OCc2nnc(-c3ccc([N+](=O)[O-])cc3)o2)cc1 | 7.8 | 0.7 | -4.9 | -0.8 |
| 12 | O=C1CC[C@@H](C(=O)N2CSC[C@H]2C(=O)O)N1 | 5.1 | 1.4 | -4.2 | -2.8 |
| 3 | CSCCC(NC(=O)c1ccccc1)C(=O)N1CCN(C(C)=O)CC1 (configuration not stated) | -4.0 | -0.1 | -1.9 | 7.6 |
| 7 | COc1ccc(N(Cc2cc(=O)[nH]c3ccccc23)C(C)=O)cc1 | 4.6 | 2.5 | 11.2 | -0.7 |

| cpd | Apaf1 inhib | PfG6PD inh | HKDC1 inhibitor | SENP8 block-2 |
| --- | --- | --- | --- | --- |
| 8 | 1.1 | -11.2 | 10.5 | 21.1 |
| 6 | 3.0 | 1.9 | -11.8 | 19.5 |
| 12 | -8.3 | -2.5 | 2.2 | 2.7 |
| 3 | -3.9 | -1.7 | -4.5 | 3.4 |
| 7 | 0.3 | 7.6 | -4.1 | -9.3 |

The listing continues:
| cpd | mol | SENP8 block-1 | SENP1 FRET inh | SENP6 inh | SENP7 block |
| --- | --- | --- | --- | --- | --- |
| 13 | CCCC(=O)Nc1ccc2c(c1)C(=O)NC2=O | 8.3 | -0.1 | -14.3 | -2.5 |
| 14 | COc1ccc(C2=NN(CCC(=O)NC3CCC(C)CC3)C(=O)CC2)cc1 (configuration not stated) | 4.0 | 0.7 | 0.6 | -6.0 |
| 15 | Cc1ccc(S(=O)(=O)c2c(C)nn(C(C)(C)C)c2OC(=O)CC(C)C)cc1 | -1.8 | 3.0 | 1.0 | 11.6 |
| 16 | CCOc1ccccc1N1CCN(C(=O)c2cc3c(C)cc(C)cc3[nH]2)CC1 | 1.8 | -2.1 | 5.5 | 4.7 |
| 17 | CCOC(=O)c1ccc(N2C(=O)CC(N3CCC(Nc4ccc(F)cc4)CC3)C2=O)cc1 (configuration not stated) | -1.2 | -1.9 | 3.8 | -2.0 |
| 18 | COc1ccc(NC(=O)CSc2nnc(Cc3cccn3C)n2CCc2ccccc2)cc1OC | -6.5 | 1.1 | -8.0 | -7.0 |
| 19 | O=C(NCC1CCCO1)C(c1ccc(F)cc1)N(CC1CCCO1)C(=O)c1ccc(-c2ccccc2)[nH]1 (configuration not stated) | -6.6 | 0.8 | -25.3 | -7.7 |
| 20 | COc1ccc(/C=C/C(=O)NCCSCc2ccco2)cc1 | -15.5 | -2.8 | -7.3 | 3.3 |
| 21 | CCOC(=O)N1CCN(C(=O)c2ccc(C)c(S(=O)(=O)Nc3ccccc3)c2)CC1 | -0.1 | 0.5 | -3.3 | -9.1 |
| 22 | CN(C)/C(=N\S(=O)(=O)c1ccccc1)c1ccccc1 | 7.3 | 1.7 | -17.2 | 5.8 |
| 23 | COC(=O)c1cccc(NC(=O)CSc2nnnn2C)c1 | -9.5 | -0.2 | -6.5 | -1.6 |
| 24 | CCc1ccc(S(=O)(=O)Nc2cccc(C3OCCCO3)c2)cc1 | -9.0 | 1.5 | -17.5 | -4.2 |

| cpd | Apaf1 inhib | PfG6PD inh | HKDC1 inhibitor | SENP8 block-2 |
| --- | --- | --- | --- | --- |
| 13 | 7.0 | 18.6 | -3.7 | -371.4 |
| 14 | 1.0 | 1.4 | -3.2 | -2.8 |
| 15 | 11.0 | 25.7 | 0.3 | 25.3 |
| 16 | 19.9 | 17.9 | 6.3 | -1.3 |
| 17 | 7.7 | 2.6 | -2.6 | 1.1 |
| 18 | -0.9 | -12.4 | 1.1 | 9.5 |
| 19 | 19.3 | -10.5 | -3.9 | 1.0 |
| 20 | 1.9 | 18.2 | -5.3 | 1.2 |
| 21 | -8.2 | -5.6 | -6.4 | 9.4 |
| 22 | -6.5 | -13.2 | 0.9 | 0.3 |
| 23 | -0.8 | 14.1 | -1.6 | 14.6 |
| 24 | 4.6 | -7.4 | -2.7 | 4.0 |

By substructure: the entries above containing fluorine (2)
| cpd | mol | SENP8 block-1 | SENP1 FRET inh | SENP6 inh | SENP7 block |
| --- | --- | --- | --- | --- | --- |
| 17 | CCOC(=O)c1ccc(N2C(=O)CC(N3CCC(Nc4ccc(F)cc4)CC3)C2=O)cc1 (configuration not stated) | -1.2 | -1.9 | 3.8 | -2.0 |
| 19 | O=C(NCC1CCCO1)C(c1ccc(F)cc1)N(CC1CCCO1)C(=O)c1ccc(-c2ccccc2)[nH]1 (configuration not stated) | -6.6 | 0.8 | -25.3 | -7.7 |

| cpd | Apaf1 inhib | PfG6PD inh | HKDC1 inhibitor | SENP8 block-2 |
| --- | --- | --- | --- | --- |
| 17 | 7.7 | 2.6 | -2.6 | 1.1 |
| 19 | 19.3 | -10.5 | -3.9 | 1.0 |

Other records follow:
| cpd | mol | SENP8 block-1 | SENP1 FRET inh | SENP6 inh | SENP7 block |
| --- | --- | --- | --- | --- | --- |
| 25 | COc1cc(C(=O)N2CCc3ccccc32)cc(OC)c1OC | -10.9 | -0.6 | -19.5 | 12.5 |
| 26 | ONC(=Nc1ccccc1)C(=Nc1ccccc1)NO | 0.8 | -0.6 | 14.3 | 10.0 |
| 27 | CSc1nsc(SC)c1C(=O)O | -12.6 | 0.5 | -4.0 | 2.4 |
| 28 | Cc1ccc(CN2CCN(CC(=O)NCc3ccccc3)CC2)cc1 | 11.1 | 0.8 | 6.9 | 0.1 |
| 29 | COc1ccccc1OCC(=O)OCc1cc(-c2ccco2)on1 | -18.9 | 4.0 | -40.8 | -10.9 |
| 30 | CC(C)c1cccc(C(C)C)c1OC(=O)[C@H]1OC(C(C)(C)C)=C[C@@H]1c1ccccc1 | 3.9 | 3.4 | -7.7 | 6.0 |
| 31 | Cc1ccc(S(=O)(=O)N(C)c2ccc(C(=O)N3CCCCC3)cc2)cc1 | 0.7 | 4.4 | 0.1 | 2.3 |

| cpd | Apaf1 inhib | PfG6PD inh | HKDC1 inhibitor | SENP8 block-2 |
| --- | --- | --- | --- | --- |
| 25 | -10.5 | -5.3 | -6.8 | 2.5 |
| 26 | -12.0 | -8.9 | -5.7 | 15.3 |
| 27 | 12.4 | -5.5 | -4.7 | 4.1 |
| 28 | 3.7 | -3.8 | -2.8 | 7.4 |
| 29 | -5.7 | -5.9 | 0.9 | -1.0 |
| 30 | -0.7 | 14.2 | 3.2 | 5.9 |
| 31 | -5.7 | -15.5 | -0.4 | 7.6 |
